# Screening data from PubChem BioAssay.
# POLI inh: blocks human DNA polymerase iota activity. Pol iota fluorescent replication assay, 10 min. 390,000 compounds, 1% hits. Potency, µM (doses to about 115 µM), without a hit: at the highest dose activity, negative = inhibition, usual class: inhibitors. Q9UNA4. AID 588590; also: potency is read from the fitted curve at half-maximal effect
# Target sequence (Q9UNA4 whole entry, looked up): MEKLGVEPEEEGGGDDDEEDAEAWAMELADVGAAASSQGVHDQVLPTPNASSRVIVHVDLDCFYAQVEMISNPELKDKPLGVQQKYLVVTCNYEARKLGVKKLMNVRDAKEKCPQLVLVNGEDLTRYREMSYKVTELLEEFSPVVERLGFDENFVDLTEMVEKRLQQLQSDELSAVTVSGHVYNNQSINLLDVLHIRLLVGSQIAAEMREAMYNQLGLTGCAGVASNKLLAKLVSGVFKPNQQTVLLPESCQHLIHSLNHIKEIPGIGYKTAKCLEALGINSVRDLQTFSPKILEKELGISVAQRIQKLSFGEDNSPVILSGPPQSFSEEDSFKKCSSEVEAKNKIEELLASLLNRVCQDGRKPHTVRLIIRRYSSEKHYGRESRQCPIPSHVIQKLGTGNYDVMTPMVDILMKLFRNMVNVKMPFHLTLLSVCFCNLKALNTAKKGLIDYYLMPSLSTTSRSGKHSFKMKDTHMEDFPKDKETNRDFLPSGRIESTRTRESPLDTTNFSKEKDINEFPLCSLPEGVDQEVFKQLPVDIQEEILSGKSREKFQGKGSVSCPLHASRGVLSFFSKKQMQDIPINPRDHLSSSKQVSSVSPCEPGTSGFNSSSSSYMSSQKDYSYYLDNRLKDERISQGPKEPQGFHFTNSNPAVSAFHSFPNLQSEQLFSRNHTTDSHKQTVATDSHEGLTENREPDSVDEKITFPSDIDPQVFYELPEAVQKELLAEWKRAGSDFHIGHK
#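 Pol iota at 10 nM preincubated 15 min with compounds at room temperature; reaction started with fluorescent substrate, 50 nM final. Fluorescence read kinetically at 0 and 10 min; buffer-only wells as negative control.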
# ERG-DNA inh: ERG Ets/DNA interaction inhibition. P11308. fluorescence polarization, His-ERG Ets domain / labelled DNA. Potency, µM (series often up to 76.9 µM), for inactives: top-dose FP activity, negative = inhibition, usual class: inhibitors. 370,000 compounds, 0.028% hits. AID 624246; active = well fitted inhibition curve with a large enough effect in the polarisation, with a control signal flat; inconclusive = small, poorly fitted or top-dose-only effect, or effect the other way, or a change in a side signal; inactive = no such curve, though single readings can be large or run the other way; the % refers to the polarisation;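 also: polarization taken with two DNA probes labelled with fluorescein and Texas red; potency is read from the fitted curve at half-maximal effect; % of control where 0% means no effect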
#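 His-tagged ERG Ets domain (1 uM in the protein solution; 300mM KCl, 50mM Tris-HCl, 1mM EDTA, 1mM DTT, pH 7.5) received compound, then a probe mix of 5 nM fluorescein-DNA and 100nM Texas-615-DNA. Fluorescence polarization was read for both dyes.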
# Pol beta inh: inhibitors of human DNA polymerase beta. P06746. Pol beta primer extension/strand displacement, fluorescence kinetic. Potency, µM (highest dose often 114 µM), without a hit: at the highest dose activity change, negative = inhibition, hits mostly inhibitors. 340,000 compounds, 1.3% hits. AID 485314; also: potency is read from the fitted curve at half-maximal effect; % is scaled to controls: 0 for no effect and ±100 for the full control effect
#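 Values derive from four-parameter Hill fits of normalized kinetic data: reads at 0 and 10 min following addition of 50 nM substrate to 10 nM Pol beta preincubated 15 min with compound.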
# BLM inh: blocks DNA unwinding by human BLM helicase; AID 2528; 350,000 compounds, 0.2% hits; Potency, µM (series often up to 56.1 µM), for the others: at the highest dose activity change, negative = inhibition, usual class: inhibitors; recombinant BLM DNA unwinding, fluorescence dequenching;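 also: potency is read from the fitted curve at half-maximal effect; plate controls were vehicle for no effect and no enzyme for full effect; nearly all actives have a fitted effect of over 35% in size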
# 12-LOX inh: ALOX12 (human) lipoxygenase inhibition; Potency, µM (top dose mostly 108 µM), for inactives: at the top dose activity change, negative = inhibition, most hits filed as inhibitors; P18054; purified 12hLO, xylenol orange hydroperoxide absorbance; AID 1671190; 580,000 compounds, 1.1% hits; also: potency is read from the fitted curve at half-maximal effect; % is scaled to controls: 0 for no effect and ±100 for the full control effect
#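 Hydroperoxide product was detected by ferrous iron/xylenol orange as the 573 to 405 nm absorbance ratio. Arachidonic acid at 40 uM (final) was turned over for 30 min at room temperature by 150 nM human 12hLO, pH 7.0 Hepes buffer, after 15 min compound preincubation.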
# TRHR ag: agonists of human TRH receptor; TRHR cells, calcium flux fluo-8, FDSS agonist mode; AID 493084; P34981; 360,000 compounds, 0.18% hits; activation, % at 2 µM; in the data active = activation above about 30%; also: 0% is about no effect
#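 TRHR-expressing cells, plated overnight in medium with 10% serum, were loaded with fluo-8 calcium dye at room temperature. After a 10 s baseline, library compound was pin-added and calcium release was recorded kinetically (ex 480/em 530) as agonist response.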
# APE1 inh: blocks human APE1 abasic DNA cleavage; 350,000 compounds, 0.35% hits; P27695; Potency, µM (highest dose often 65.8 µM), for inactives: at the highest dose activity change, negative = inhibition, most hits filed as inhibitors; AID 2517; recombinant APE1, TAMRA/BHQ-2 abasic DNA cleavage fluorescence;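 also: potency is read from the fitted curve at half-maximal effect; plate controls were vehicle for no effect and reference inhibitor for full effect; nearly all actives have a fitted effect of over 55% in size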
# Target sequence (P27695 whole entry, looked up): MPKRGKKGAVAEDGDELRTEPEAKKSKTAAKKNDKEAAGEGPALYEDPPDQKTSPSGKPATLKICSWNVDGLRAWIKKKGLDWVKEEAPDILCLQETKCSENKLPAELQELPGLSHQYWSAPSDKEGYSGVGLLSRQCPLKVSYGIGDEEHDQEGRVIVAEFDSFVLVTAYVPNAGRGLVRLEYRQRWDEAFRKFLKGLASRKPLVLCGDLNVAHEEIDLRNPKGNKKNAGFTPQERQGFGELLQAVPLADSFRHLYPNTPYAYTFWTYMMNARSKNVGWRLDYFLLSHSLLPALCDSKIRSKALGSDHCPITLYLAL
#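 Readout is kinetic fluorescence (ex 525, em 598 nm) from cleavage of 50 nM TAMRA/BHQ-2 THF abasic duplex by 0.75 nM APE1, compound added 15 min beforehand at RT.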
# Apoferritin bind: binds horse apoferritin like a general anesthetic | P02791 | apoferritin/1-aminoanthracene competitive binding, fluorescence | Potency, µM (doses to about 77.5 µM), for inactives: at the top dose activity change, negative = displacement, most hits filed as inhibitors | 350,000 compounds, 0.074% hits | AID 485281; also: potency is read from the fitted curve at half-maximal effect; % is scaled to controls: 0 for no effect and ±100 for the full control effect; nearly all actives have a fitted effect of over 20% in size
#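 Concentration-response curves derived by four-parameter Hill fitting of normalized fluorescence, where compounds displaced 1-AMA from 10 uM horse apoferritin following a brief 10 min room-temperature incubation; propofol titration acted as positive control.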
# Pol kappa inh: DNA polymerase kappa (human) inhibition; Q9UBT6; 400,000 compounds, 0.53% hits; purified Pol kappa, fluorescent DNA synthesis assay, 10 min; Potency, µM (top dose mostly 107 µM), inactives show at the highest dose activity, negative = inhibition, most hits filed as inhibitors; AID 588579; also: potency is read from the fitted curve at half-maximal effect; % is scaled to controls: 0 for no effect and ±100 for the full control effect
#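 Inhibition of 10 nM Pol kappa is measured by a fluorescent read-out at 0 and 10 min following addition of 50 nM substrate (final), with a 15-min room-temperature compound preincubation.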
# An asterisk follows results filed as active; i = inactive; ? = inconclusive; nt = not tested or not shown; [ ] = dose if it differs, or a comment. Unless noted, calls follow the shape of the dose curve; as a rule, active = well fitted curve in the direction sought with a large enough effect; inconclusive = small, poorly fitted or top-dose-only effect, or another doubt; inactive = no such curve, though single readings can be large; an effect the other way counts as inactive or inconclusive. Some of the compounds tested, so the mix of outcomes need not match the whole.
SMILES,POLI inh,ERG-DNA inh,Pol beta inh,BLM inh,12-LOX inh,TRHR ag,APE1 inh,Apoferritin bind,Pol kappa inh
COC(=O)c1ccc(COc2ccc(/C=N/O)cc2OC)o1,-9.3%,-5.3%,4.0%,8.8%,1.7%,-0.6,9.2%,-4.6%,-2.6%
COCCCN1C(=O)C2C(C(=O)Nc3cc(C)cc(C)c3)C3C=CC2(O3)C1C(=O)NC1CCCCC1 (centres undefined),12.6µM*,9.3%,18.4%,-1.3%,0.1%,0.5,11.0%,6.8%,-40.5%
COc1cc(/C=N/NC(=O)c2nc3ccccn3c2C)cc(OC)c1O,47.0%[activator],2.3%,-0.8%,-3.9%,5.6%,-0.9,3.7%,-9.3%,-4.6%
CCCNC(=O)N(CCOC)CC1CCCN(C2Cc3ccccc3C2)C1 (centres undefined),26.0%,-7.0%,8.1%,1.9%,-5.9%,0.2,13.7%,-7.4%,-11.5%
Oc1ccc(Nc2nc(NCC3CCCO3)c3ccccc3n2)cc1 (centres undefined),-2.7%,0.2%,?,15.8µM*,?,-0.6,-7.3%,-14.3%,-26.0%
O=C(c1ccc(F)cc1)C1CCN(S(=O)(=O)c2ccccc2)CC1,170.4%[activator],-1.2%,29.5%,-6.1%,-1.3%,0.0,-0.2%,-11.1%,-6.7%
Cc1cc(CNC(=O)c2ccc3nc(Cc4ccccc4F)oc3c2)nn1C,19.9%,37.3%[activator],18.8%,1.2%,20.1%,-0.6,-8.8%,-12.6%,-3.0%
CCOc1ccccc1CNC(=O)CCn1cccn1,6.1%,5.0%,10.2%,0.8%,-28.4%,0.5,nt,1.9%,-3.6%
O=C(CCSc1nnc2ccccn12)Nc1ccc(F)cc1,-2.0%[58.9 µM],9.9%,-2.1%,-5.4%,6.9%,-0.2,-1.3%,3.8%,4.5%
Cc1cc(C(=O)COC(=O)c2ccc3c(c2)NC(=O)CS3)c(C)n1CCc1ccc(Cl)cc1,-2.3%,8.1%,7.2%,-2.1%,?,-1.6,2.6%,-4.3%,-5.7%
CC(C)(C)OC(=O)N1CCC[C@H]1c1nnc(SCC(=O)Nc2ccc(Br)cc2)o1,62.8%[activator],-1.5%,-16.2%,-28.0%,0.0%,0.5,-2.4%,9.8%,2.3%
Cc1nc2ccc(NS(=O)(=O)c3ccc(F)cc3)cc2s1,12.5%,-8.2%,78.7%,-1.6%,1.1%,-1.7,0.1%,-19.0%,-0.5%
CCc1ccc(S(=O)(=O)N(C(C)=O)c2ccc3oc4c(c3c2)CCCC4)cc1,-5.0%,5.3%,19.5%,-16.9%,-17.4%,-1.1,nt,-13.8%,-6.3%
COc1cc(OC)c(NC(=O)c2cc(S(=O)(=O)N3CCCC3)cn2C)cc1Cl,11.8%,0.8%,-7.2%,-0.9%,0.0%,-0.3,nt,4.6%,-10.4%
CCC(C)(C)n1nnnc1C(c1ccc(C)cc1)N1CCC(C)CC1 (centres undefined),?,7.2%,-0.1%,-10.2%,3.9%,0.4,-4.1%,-11.8%,-7.2%
Cn1cccc1Cc1nnc(SCC(=O)NC2CCCCC2)n1CCc1ccccc1,27.0%,15.2%,-1.0%,-2.3%,457.1%[activator],-0.5,2.0%,?,10.3%
CCc1cc2c(CN3CCN(Cc4ccccc4)CC3)cc(=O)oc2cc1O,-8.0%,-8.6%,6.6%,-1.1%,?,0.5,39.0%,348.1%[activator],-2.8%
CC(C)CC(=O)Nc1cc(NC(=O)CC(C)C)cc(C(=O)NC(C)(C)C)c1,?,3.8%,1.1%,-3.4%,147.1%[activator],0.7,-3.7%,-2.1%,1.5%
Cc1cc(SC(C)C(=O)Nc2c(C)n(C)n(-c3ccccc3)c2=O)nc2ccccc12 (centres undefined),-3.4%,-0.8%,10.8%,-2.8%,i,-0.8,15.5%,-19.2%,-18.8%
COc1ccc(NC(=O)c2ccco2)cc1NC(=O)c1ccc(OC(C)C)cc1,-3.6%,-2.6%,4.5%,-4.3%,4.6%,-0.8,nt,-22.6%,0.0%
CCCc1ccc(S(=O)(=O)Nc2ccc(C)c(NS(C)(=O)=O)c2)cc1,-0.8%,?,-11.2%,-0.9%,-20.0%,0.5,-5.3%,-0.2%,-17.4%
O=C(Cn1nc(Cc2ccncc2)c2ccccc2c1=O)N1CCN(C(=O)c2ccco2)CC1,-2.7%,-0.1%,4.9%,4.7%,-0.8%[57.4 µM],0.2,-0.9%,-8.3%,-9.8%
CCOc1cc(CNc2ccc(O)cc2)cc(Br)c1OCc1ccccc1,39.8µM*,-12.8%,-2.4%,-20.8%,?,0.8,nt,?,-10.0%
CCN(CC(=O)Nc1cc(Cl)ccc1C)C(=O)Cc1sc(C)nc1-c1ccc(F)cc1,0.8%,0.0%,nt,nt,-9.3%,-0.1,2.4%,nt,-37.5%
O=C1c2c(O)cc(O)cc2O[C@H](c2ccc(O)cc2)[C@H]1O,-14.8%,-3.3%,nt,nt,-18.0%,nt,nt,nt,7.6%

# (continued)
SMILES,POLI inh,ERG-DNA inh,Pol beta inh,BLM inh,12-LOX inh,TRHR ag,APE1 inh,Apoferritin bind,Pol kappa inh
CC(C)(C)CNc1cc(N2CCOCC2)ccc1[N+](=O)[O-],41.3%[activator],0.4%,-1.1%,-6.3%,-11.3%,-0.4,1.7%,?,-12.9%
CCOC(=O)CSC1=N/C(=C\c2cc(OC)c(OC)c(OC)c2)C(=O)N1C,123.0%[activator],-8.4%,12.0%,-2.9%,-12.0%,-0.2,0.8%,0.0%,-2.9%
COc1ccc(C(=O)NCC(c2ccco2)N2CCc3ccccc32)cc1 (centres undefined),41.8%[activator],0.4%,nt,nt,-14.1%,0.2,4.3%,nt,3.3%
Cc1onc(-c2ccccc2)c1C(=O)N1CCN(c2ccccn2)CC1,5.4%,7.6%,0.0%,-4.4%,8.7%,-0.3,31.0%,-5.0%,-1.5%
CCOC(=O)Cc1csc(NC(=O)CSc2cc(Cl)ccc2Cl)n1,31.8%[activator],nt,?,-5.6%,?,-0.6,0.8%,-14.4%,-15.5%
O=C(CCNS(=O)(=O)c1cccc2nsnc12)N1CCN(c2ccccn2)CC1,nt,nt,5.1%,-0.6%,nt,0.7,2.2%,-9.4%,nt
COc1ccc2c(/C=N/Nc3ccc(C(=O)O)cc3)c[nH]c2c1,?,8.5%,-16.7%,-5.6%,?,0.8,16.2%,-3.0%,-31.2%
CC(=O)c1ccc(NC(=O)C(C)N(C)CC(=O)Nc2ccc(N3CCOCC3)cc2)cc1 (centres undefined),120.6%[activator],-1.5%,7.5%,-10.6%,12.9%,-0.4,6.1%,-6.9%,-13.0%
Cc1cn2c(=O)cc(COC(=O)c3ccc(NC(=O)c4ccc(C(C)(C)C)cc4)cc3)nc2s1,4.3%,2.1%,-5.0%,-1.9%,-25.4%,0.6,nt,38.9%[activator],-13.7%[60.1 µM]
COc1ccc(C2C(C(C)=O)=C(C)N=c3s/c(=C\c4ccco4)c(=O)n32)c(OC)c1 (centres undefined),?,-1.2%,35.5µM*,-18.4%,?,0.4,?,?,-32.0%
Cc1ccc(C)c(-n2c(CNc3ccc(F)cc3)nnc2SCC(N)=O)c1,0.0%,nt,-2.3%,-2.2%,16.3%,0.2,-0.3%,-7.4%,-6.0%
O=C(NC(Nc1ccccn1)C(Cl)(Cl)Cl)c1ccccc1 (centres undefined),62.8%[activator],-2.9%,4.3%,-8.6%,-1.2%,0.3,-2.9%,-13.9%,-7.6%
Cc1cc(C(=O)COC(=O)CC2Sc3ccccc3NC2=O)c(C)n1-c1ccccc1 (centres undefined),47.9%[activator],3.8%,-21.9%,-7.8%,-21.1%,0.1,-7.2%,?,-6.9%
COc1ccc(/C=N/NC(=O)c2cc(-c3ccc4c(c3)OCO4)n[nH]2)cc1OC,?,3.4%,4.47µM*,6.6%,-21.4%,-0.8,10.8%,-11.3%,?
CC(C)(CO)NS(=O)(=O)c1ccc2c(c1)oc(=O)c1cc(S(=O)(=O)NC(C)(C)CO)ccc12,?,7.0%,39.1%,-4.2%,-21.9%,-0.3,3.1%,?,-9.9%
CC1(C)Cc2c(c(-c3ccco3)nc3sc4c(NCCO)ncnc4c23)CO1,12.7%,3.5%,22.1%,3.9%,-18.2%,-0.2,-3.5%,-2.7%,-12.9%
COCCOC1CCN(C(=O)c2cc(COc3ccc(F)cc3F)on2)CC1,6.0%,15.1%,35.2%,-1.2%,i,-0.5,52.7%[activator],-7.9%,-4.7%
CN(C)/C=C1/NC(=S)NC1=O,65.9%[activator],12.9%,?,-7.4%,?,0.5,-0.4%,-7.3%,1.3%
N#Cc1c(C(F)(F)F)cc(-c2ccc(F)cc2)nc1SCC(=O)O,84.4%[activator],5.0%,5.5%,-4.9%,0.3%,0.3,1.2%,-12.0%,-5.3%
CC(C)(O)C#Cc1ccc(C(=O)N2CCC(C(N)=O)(N3CCCCC3)CC2)cc1,6.5%,2.7%,-12.2%,-2.3%,-21.1%,1.4,11.3%,-9.4%,-10.2%
CC1CCN(C(=O)c2ccc(-n3cnnn3)cc2)CC1,-3.6%,-2.6%,-26.2%,-0.8%,134.9%[activator],-0.4,-4.7%,1.7%,-6.0%

# Results in POLI inh, APE1 inh and Apoferritin bind, for some of the entries so far:
molecule | POLI inh | APE1 inh | Apoferritin bind
Cn1cccc1Cc1nnc(SCC(=O)NC2CCCCC2)n1CCc1ccccc1 | 27.0% | 2.0% | ?
CCOc1cc(CNc2ccc(O)cc2)cc(Br)c1OCc1ccccc1 | 39.8µM* | nt | ?
